MCF10A rerep: A quantitative high throughput screen for small molecules that induce DNA re-replication in MCF 10a normal breast cells. hit rate 2.9% among 350,000. MCF 10A DNA re-replication, Hoechst nuclear intensity, 48 h. AID 624296, 2012. Potency, µM (highest dose often 46.1 µM), for inactives: at the top dose activity, positive = re-replication, most hits filed as activators; further: potency means the concentration at half of the fitted maximal effect; % of control where 0% means no effect; nearly all actives have a fitted effect of over 50% in size
IL-1B inflam inh: qHTS for Inhibitors of Inflammasome Signaling: IL-1-beta AlphaLISA Primary Screen. activity change, % at 57.5 µM. hit rate 4.7% among 360,000. THP-1 LPS/ATP IL-1B secretion, AlphaLISA, 16 h; stronger effect = lower value; in the data active means activity change below about -50%; inconclusive means mostly about -30% to -49%; further: on the % scale 0 is the no-effect control and ±100 the full control effect
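Secreted IL-1B measured by AlphaLISA bead assay after 16 h compound exposure of THP-1 cells; compounds (final up to 57.5 uM) added 1 h before LPS (250 ng/mL) and ATP (1.25 mM) stimulation; lower signal means less secretion.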
DRD3 agonist: qHTS of D3 Dopamine Receptor Agonist: qHTS; D(3) dopamine receptor (Homo sapiens), P35462; hit rate 0.58% among 410,000; max activation, %; D3R DiscoveRx beta-arrestin cells, luminescence, 90 min; AID 652048, 2013; in the data active means max activation above about 30%; further: 0% is about no effect; mostly tested at two doses, the higher about 12 µM
Target sequence (P35462 whole entry, looked up): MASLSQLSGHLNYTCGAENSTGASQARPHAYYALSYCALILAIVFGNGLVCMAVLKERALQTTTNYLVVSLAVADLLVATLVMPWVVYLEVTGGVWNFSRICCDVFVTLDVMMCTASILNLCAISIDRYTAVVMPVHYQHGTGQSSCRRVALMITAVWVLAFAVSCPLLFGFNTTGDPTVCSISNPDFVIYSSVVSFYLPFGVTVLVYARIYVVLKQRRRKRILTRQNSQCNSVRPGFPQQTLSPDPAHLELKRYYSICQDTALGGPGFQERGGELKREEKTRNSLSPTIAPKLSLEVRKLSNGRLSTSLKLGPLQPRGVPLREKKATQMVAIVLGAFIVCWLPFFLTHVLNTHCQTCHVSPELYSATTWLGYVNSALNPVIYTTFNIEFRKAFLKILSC
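Cells at 1500/well, incubated overnight, then treated with pinned compounds (dopamine as control) for 90 min at 37 degrees C. DiscoveRx reagent added for 30 - 60 minutes at room temperature; luminescence read.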
HT1080NT lethal: qHTS for induction of synthetic lethality in tumor cells producing 2HG: qHTS for the HT-1080-NT fibrosarcoma cell line. hit rate 1.6% among 360,000. HT-1080-NT fibrosarcoma viability, CellTiter-Glo ATP luminescence, 48 h. Potency, µM (top dose mostly 46.1 µM), inactives show at the top dose activity, negative = less viability, hits mostly cytotoxic. AID 686970, 2013;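 further: NT is the 2HG producing partner of a matched IDH1 knockdown line; potency means the concentration at half of the fitted maximal effect; 0% = DMSO-treated cells and -100% = media-only wells without cells; nearly all actives have a fitted effect of over 55% in size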
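Viability of the 2HG-overproducing fibrosarcoma line after 48 hours of compound exposure at 37 degrees C was determined by luminescence with CellTiter-Glo, and concentration-effect curves were then fitted and categorized.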
KB-V1 cytotox: qHTS assay for MDR1-selective chemotherapeutics: Primary screen using the drug-selected MDR subline cells KB-V1; KB-V1 MDR cells viability, CellTiter-Glo, 72 h; hit rate 3.4% among 400,000; Potency, µM (doses to about 46.1 µM), inactives show top-dose activity change, negative = cytotoxicity, usual class: cytotoxic; further: potency means the concentration at half of the fitted maximal effect; on the % scale 0 is the no-effect control and ±100 the full control effect; nearly all actives have a fitted effect of over 60% in size
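KB-V1, DMEM (no phenol red) + 10% FBS; cpd pin-transferred, titration series; 72 h, 37 degrees C; CellTiter-Glo, luminescence. Data normalized, curve-fit.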
GLP1R cytotox: qHTS of GLP-1 Receptor Inverse Agonists: Cytotox Screen. HEK293 cAMP-luciferase reporter cells, luminescence, 24 h. Potency, µM (titrated, usually from 38.3 µM), for inactives: at the top dose activity change, negative = inhibition, actives largely listed as inhibitors. hit rate 0.13% among 410,000;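 further: loss of luciferase light is scored as toxicity; potency means the concentration at half of the fitted maximal effect; on the % scale 0 is the no-effect control and ±100 the full control effect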
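Step one: seed cells (200 cells/uL, DMEM with 10% Nu serum, 1% pen-strep). Step two: 12-hour incubation at 37 deg C. Step three: pin 23 nL compound, incubate 24 hr. Step four: add luciferase reagent, read luminescence 12 min later.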
HT1080 IDH1KD tx: qHTS for induction of synthetic lethality in tumor cells producing 2HG: qHTS for the HT-1080-IDH1KD cell line; Potency, µM (titrated, usually from 46.1 µM), without a hit: at the top dose activity, negative = toxicity, usual class: cytotoxic; hit rate 2% among 360,000; HT-1080 IDH1 knockdown viability, ATP luminescence, 48 h;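 further: potency means the concentration at half of the fitted maximal effect; 0% = DMSO wells and -100% = cell-free medium wells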
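In this qHTS, HT-1080 cells depleted of IDH1 are exposed for 48 h at 37 °C to compound titrations. Toxicity is scored from CellTiter-Glo luminescence, with DMSO as full viability and medium alone as none.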
KB-3-1 cytotox: qHTS assay for MDR1-selective chemotherapeutics: Primary screen using the parental adenocarcinoma cell KB-3-1. KB-3-1 viability, CellTiter-Glo ATP luminescence, 72 h. Potency, µM (doses to about 46.1 µM), without a hit: at the top dose activity change, negative = cytotoxic, actives largely listed as cytotoxic. hit rate 1.4% among 400,000; further: potency means the concentration at half of the fitted maximal effect; on the % scale 0 is the no-effect control and ±100 the full control effect; nearly all actives have a fitted effect of over 60% in size
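Parental KB-3-1 viability, qHTS format: 72 h compound exposure, 37 °C; CellTiter-Glo; media-only wells and DMSO plates as controls; concentration-effect fits on corrected data.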
SW480 rereplic: A quantitative high throughput screen for small molecules that induce DNA re-replication in SW480 colon adenocarcinoma cells. AID 624297, 2012. hit rate 1.8% among 340,000. SW480 DNA re-replication, Hoechst DNA content imaging, 48 h. Potency, µM (highest dose often 46.1 µM), for the others: at the top dose re-replication activation, actives largely listed as activators; further: potency means the concentration at half of the fitted maximal effect; % of control where 0% means no effect; nearly all actives have a fitted effect of over 55% in size
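Treated cells incubate 48 hr (37 C, 5% CO2), are stained 40 min with Hoechst, and nuclear fluorescence is enumerated; a rise in nuclei with high DNA signal marks re-replication.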
Active calls of the source: *; ? = inconclusive; nt = no result given; [ ] = another dose, or the depositor's remark. Unless noted, the call rests on the fitted dose curve; in most records, active means well fitted curve in the direction sought with a large enough effect; inconclusive means small, poorly fitted or top-dose-only effect, or another doubt; inactive means no such curve, though single readings can be large; an effect the other way counts as inactive or inconclusive. Hits appear at their usual frequency. Share with any hit: about 11%.

1. CCCn1nc(C(=O)Nc2cccc(C(=O)OC)c2)c2ccccc2c1=O
2. Cn1c(CCc2nc3ccccc3[nH]2)nnc1SCC#N
3. CC(C)CC1NC(=O)N(CC(=O)Nc2cc([N+](=O)[O-])ccc2F)C1=O (stereo not given)
4. Cc1cccc(-n2nnc(C(=O)N3CCc4ccccc4C3)c2N)c1
5. COc1cccc2c1Oc1ncccc1N(C(=O)Nc1ccc(F)c(Cl)c1)C2
6. O=C(Nc1ccccc1)c1cc([N+](=O)[O-])ccc1N1CCCCC1
7. CCCOC(=O)c1cc(-c2ccc(/C=C3/C(=O)N(C)C(=O)C(C#N)=C3C)o2)ccc1Cl
8. CCOC(=O)C1CCN(C(=O)C2COc3ccccc3C2)CC1 (stereo not given)
9. O=C(Nc1sc2c(c1C(=O)N1CCOCC1)CCCCC2)c1cccnc1
10. O=C1c2cccc3cccc(c23)C(=O)N1Cc1ccccn1

Assay by compound	1	2	3	4	5	6	7	8	9	10
MCF10A rerep	8%	10%	7%	10%	nt	?	?	nt	-55%[inhibitor]	nt
IL-1B inflam inh	48	0	?	nt	nt	45	-17	nt	30	-8
DRD3 agonist	0	2	0	-2	-4	7	0	-11	2	-7
HT1080NT lethal	-10%	-3%	-6%	-1%	nt	-9%	14%	nt	20%	-6%
KB-V1 cytotox	?	1%	?	-12%	-5%	-2%	4%	11%	-28%	-17%
GLP1R cytotox	-18%	5%	2%	-3%	1%	-21%	0%	27%	-3%	1%
HT1080 IDH1KD tx	-1%	2%	-11%	-4%	nt	-28%	10%	nt	10%	0%
KB-3-1 cytotox	8%	?	?	21%	-7%	-3%	21%	-1%	18%	-5%
SW480 rereplic	0%	1%	-1%	-4%	nt	3%	-1%	nt	?	nt

11. O=C(c1cccc([N+](=O)[O-])c1)c1ccc2[nH]c(=O)[nH]c2c1
12. O=C(CCC(=O)Nc1ccc(F)cc1)N/N=C/c1ccc(Br)cc1
13. C=CCNC(=O)Cc1ccc(S(=O)(=O)N2CCOCC2)s1
14. O=C(CCC(=O)c1ccccc1)Nc1ccc(F)c(Cl)c1
15. Clc1ccc(CSc2nnc(-c3ccc4c(c3)OCO4)o2)cc1
16. N#Cc1cccc(NC(=O)CN2C(=O)NC(Cc3ccccc3)C2=O)c1 (stereo not given)
17. Cc1ccc2[nH]c(=O)c(CN(CCc3ccccc3)C(=O)N3CCOCC3)cc2c1
18. Cc1cc(C)c(NC(=O)CNC(=O)c2ccc3c(=O)n4c(nc3c2)CCC4)c(C)c1
19. CCC(C)(C)NC(=O)CN(Cc1cccs1)C(=O)CCC(=O)Nc1nccs1
20. Cn1c(NCCN)nc2c1c(=O)n(Cc1ccccc1)c(=O)n2C

Assay by compound	11	12	13	14	15	16	17	18	19	20
MCF10A rerep	-7%	5%	2%	nt	4%	0%	2%	10%	-6%	nt
IL-1B inflam inh	-23	-6	5	nt	-9	39	-14	-18	5	nt
DRD3 agonist	0	-6	-1	-4	1	-15	-6	-4	2	-5
HT1080NT lethal	1%	-4%	7%	nt	1%	0%	15%	-4%	0%	nt
KB-V1 cytotox	4%	26%	17%	6%	-10%	9%	2%	2%	-20%	0%
GLP1R cytotox	-3%	-9%	4%	-6%	-8%	0%	-1%	-14%	10%	-3%
HT1080 IDH1KD tx	-11%	-2%	11%	nt	-2%	15%	5%	2%	?	nt
KB-3-1 cytotox	27%	16%	4%	3%	25%	-6%	2%	0%	1%	2%
SW480 rereplic	-9%	-11%	2%	nt	-2%	-32%[inhibitor]	4%	-7%	3%	nt

Ordered by molar mass (high to low): part of the list above.
12. O=C(CCC(=O)Nc1ccc(F)cc1)N/N=C/c1ccc(Br)cc1
15. Clc1ccc(CSc2nnc(-c3ccc4c(c3)OCO4)o2)cc1
13. C=CCNC(=O)Cc1ccc(S(=O)(=O)N2CCOCC2)s1
11. O=C(c1cccc([N+](=O)[O-])c1)c1ccc2[nH]c(=O)[nH]c2c1

Assay by compound	12	15	13	11
MCF10A rerep	5%	4%	2%	-7%
IL-1B inflam inh	-6	-9	5	-23
DRD3 agonist	-6	1	-1	0
HT1080NT lethal	-4%	1%	7%	1%
KB-V1 cytotox	26%	-10%	17%	4%
GLP1R cytotox	-9%	-8%	4%	-3%
HT1080 IDH1KD tx	-2%	-2%	11%	-11%
KB-3-1 cytotox	16%	25%	4%	27%
SW480 rereplic	-11%	-2%	2%	-9%

Next results:
21. Cc1nn(C(=O)c2cccnc2)c(C)c1Sc1ccc(Br)cc1
22. Cc1cc(C)n(CC(=O)NNC(=O)COc2ccc(F)cc2Br)n1
23. CCCCN(C)S(=O)(=O)c1ccc(C(=O)Nc2nnc(-c3ccco3)o2)cc1
24. CC(C)(C)C(=O)COC(=O)c1c2c(nc3ccccc13)CCC2
25. CCOC(=O)c1ccc(NC(=O)C2(c3ccc(OC)cc3)CCCC2)cc1
26. CN(C(=O)c1cccc(NC(=O)C2CCN(C(=O)OC(C)(C)C)CC2)c1)C1CCC1
27. CC(=O)Nc1sc2c(c1C(c1ccncc1)N1CCOCC1)CCCC2 (stereo not given)
28. COc1cc(CN2CCC(C(=O)NC(c3ccc(F)cc3)c3ccc4ccccc4n3)CC2)cc(OC)c1 (stereo not given)
29. O=C(NCc1cccnc1)Nc1cc(Cl)cc(Cl)c1
30. COc1cccc(Cn2cc(C)cc(NC(=O)NCc3ccccc3)c2=O)c1

Assay by compound	21	22	23	24	25	26	27	28	29	30
MCF10A rerep	10%	8%	?	-3%	18%	1%	-1%	nt	-6%	3%
IL-1B inflam inh	19	5	20	45	?	14	5	-15	-1	16
DRD3 agonist	1	-1	12	1	1	13	0	-24	1	-2
HT1080NT lethal	5%	-1%	-21%	-12%	-14%	-3%	-18%	2.3µM*	-4%	4%
KB-V1 cytotox	-14%	7%	?	0%	?	-1%	-18%	?	0%	?
GLP1R cytotox	4%	0%	-3%	22%[7.66 µM]	-16%	21%	-4%	-11%	3%	-10%
HT1080 IDH1KD tx	-9%	0%	?	-17%	-1%	8%	-10%	3.3µM*	-22%	-17%
KB-3-1 cytotox	1%	1%	?	-2%	-5%	-1%	5%	5.2µM*	-17%	10%
SW480 rereplic	-4%	-6%	13µM*	2%	5%	-15%	0%	nt	-11%	-4%

31. CC(=O)Nc1cc(C(=O)N2CCCC2)ccc1Sc1ccc(C)cc1
32. Cc1cccc(N(CC(N)=O)S(C)(=O)=O)c1C
33. COC(=O)Cc1cc(=O)n2c(nc3ccccc32)[nH]1
34. COc1ccccc1-c1ncn(Cc2cccc(-c3ccccc3)c2)c1-c1cc(C)cc(C)c1
35. Cc1ccc(C(c2ccccc2)c2c(C)[nH]c3ccccc23)s1 (stereo not given)
36. Cc1cc(C(=O)NN=C2CCCCCCC2)c2ccccc2n1
37. COCCn1c(CCC(=O)Nc2cc(C)ccc2C)nc2cccnc21
38. O=C(Nc1ccc(N2CCOCC2)cc1)c1ccc2ncsc2c1
39. CCn1c(C)c(C)c2cc(C(=O)NCc3cccc(C)c3)ccc21
40. COCCn1c(C)cc(C(=O)CSc2nc3ccccc3c(=O)n2Cc2ccco2)c1C

Assay by compound	31	32	33	34	35	36	37	38	39	40
MCF10A rerep	19%	0%	8%	nt	nt	0%	nt	0%	nt	1%
IL-1B inflam inh	11	9	-6	nt	nt	2	nt	-17	nt	4
DRD3 agonist	41*	0	0	-1	-9	2	-10	-1	7	43*
HT1080NT lethal	-1%	9%	16%	?	nt	-8%	nt	10%	nt	-2%
KB-V1 cytotox	6%	2%	0%	16µM*	?	-3%	0%	0%	2%	0.65µM*
GLP1R cytotox	-13%	-13%	2%	?	?	-21%	2%	-4%	2%	1%
HT1080 IDH1KD tx	-2%	13%	1%	?	nt	?	nt	18%	nt	-2%
KB-3-1 cytotox	21%	1%	5%	?	?	10%	7%	-6%	17%	?
SW480 rereplic	1%	-4%	-17%	nt	nt	3%	nt	1%	nt	-2%

Values by screen from the list.
Nos. 31 to 39 in KB-3-1 cytotox read 21%, 1%, 5%, ?, ?, 10%, 7%, -6%, 17%

(next part)
41. CC1CCC(NC(=O)c2cc3c(s2)CS(=O)(=O)C3)CC1 (stereo not given)
42. COc1ccccc1CNC(=O)COc1ccc(S(=O)(=O)N2CCCC2)cc1
43. COc1ccc(NC(=O)Cn2nc(C(=O)O)c3ccccc3c2=O)cc1S(=O)(=O)N1CCCCC1
44. CCN1C(=NCCc2cccnc2)N[C@@H](c2ccccc2)[C@H](C(=O)OC)[C@H]1C
45. CCc1[nH]c(=O)c(C#N)c2c1COC(C)(C)C2
46. Cc1cccc(C)c1NC(=O)COC(=O)c1c2c(nc3ccccc13)/C(=C\c1ccc3c(c1)OCO3)CCC2
47. O=C(O)c1ccc(-n2nc(C(F)(F)F)c3c2-c2ccoc2CC3)cc1

Assay by compound	41	42	43	44	45	46	47
MCF10A rerep	7%	1%	-1%	-43%[inhibitor]	-1%	?	20%
IL-1B inflam inh	0	-7	-7	7	0	13	0
DRD3 agonist	-3	-2	5	-7	0	7	-2
HT1080NT lethal	-3%	0%	0%	7%	5%	-12%	5%
KB-V1 cytotox	-4%	-18%	23%	10%	-6%	-14%	2%
GLP1R cytotox	-3%	2%	-3%	3%	6%	44%[activator]	20%
HT1080 IDH1KD tx	10%	2%	11%	1%	1%	-2%	4%
KB-3-1 cytotox	-9%	-6%	13%	0%	6%	1%	4%
SW480 rereplic	-8%	-2%	-4%	-4%	18%	?	-6%

Source: PubChem BioAssay (National Center for Advancing Translational Sciences (NCATS))
